E-sel inducer: E-selectin induction in HUVECs, primary screen, imaging, HUVEC, immunofluorescence imaging, single point; P16581; 260,000 tested, 0.37% active; normalized: neutral wells 0, TNF-alpha wells 100; activation, % at 7.58 µM; AID 686992, 2013;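 active = mean E-selectin-positive cell signal at least 10% of the positive control, reached in at least 60% of replicates, without over 20% cell loss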;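 also: in these data hits start at about 27%; measured in HUVEC primary endothelial cells; signal is the percent of cells scored E-selectin positive by PE staining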
Target sequence (P16581 whole entry, looked up): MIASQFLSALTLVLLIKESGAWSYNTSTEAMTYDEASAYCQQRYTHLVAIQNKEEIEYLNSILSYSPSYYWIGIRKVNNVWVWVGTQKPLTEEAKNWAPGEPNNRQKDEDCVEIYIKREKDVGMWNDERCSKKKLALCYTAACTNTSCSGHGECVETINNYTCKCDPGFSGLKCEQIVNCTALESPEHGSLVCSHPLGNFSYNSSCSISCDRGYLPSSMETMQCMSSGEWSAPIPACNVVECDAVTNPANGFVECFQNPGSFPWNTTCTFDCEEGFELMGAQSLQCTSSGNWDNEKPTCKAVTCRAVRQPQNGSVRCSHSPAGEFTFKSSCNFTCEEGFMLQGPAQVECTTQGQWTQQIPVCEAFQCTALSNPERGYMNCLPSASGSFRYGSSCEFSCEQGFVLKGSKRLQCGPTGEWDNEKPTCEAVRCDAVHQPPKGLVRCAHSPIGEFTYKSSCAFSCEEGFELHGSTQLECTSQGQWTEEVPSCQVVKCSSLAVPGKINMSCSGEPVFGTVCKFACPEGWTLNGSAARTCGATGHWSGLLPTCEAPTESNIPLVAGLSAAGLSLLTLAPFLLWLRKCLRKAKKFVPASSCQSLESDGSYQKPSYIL
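material = human umbilical vein endothelial cells (HUVEC), E-selectin induction | quantity = 3,000 cells/well | medium = EGM-2 growth medium on 0.1% gelatin-coated wells | technique = immunofluorescence imaging | read-out basis = % PE-positive cells | control set = TNF-alpha positive control, DMSO neutral control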
ERp5 block: inhibitors of ERp5-driven insulin aggregation, primary screen, biochemical, turbidity, absorbance 650 nm, single point; Protein disulfide-isomerase A6 (Homo sapiens), Q15084; 90 min; inhibition, % at 9.99 µM; 350,000 tested, 0.05% active; AID 651711, 2012;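 active = mean replicate inhibition above about 25%, with every replicate also reaching it, limit read from the data, passing the limit was not always enough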
Target sequence (Q15084 whole entry, looked up): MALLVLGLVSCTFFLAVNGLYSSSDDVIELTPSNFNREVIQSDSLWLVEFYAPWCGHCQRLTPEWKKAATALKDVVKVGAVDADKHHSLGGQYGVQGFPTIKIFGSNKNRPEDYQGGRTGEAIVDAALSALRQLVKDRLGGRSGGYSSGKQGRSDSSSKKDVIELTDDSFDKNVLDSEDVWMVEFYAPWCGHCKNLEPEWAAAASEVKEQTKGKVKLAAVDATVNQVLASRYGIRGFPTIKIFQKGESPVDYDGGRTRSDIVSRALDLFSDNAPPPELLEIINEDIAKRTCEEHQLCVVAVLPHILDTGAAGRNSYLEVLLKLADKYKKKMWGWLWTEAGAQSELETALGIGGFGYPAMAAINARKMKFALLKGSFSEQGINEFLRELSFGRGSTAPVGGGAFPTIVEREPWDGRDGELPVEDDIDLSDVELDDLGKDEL
RAD52 anneal inh: RAD52 DNA annealing inhibitors, primary screen, biochemical, FRET, single point, set 2; DNA repair protein RAD52 homolog (Homo sapiens), P43351; recombinant RAD52 DNA annealing, FRET fluorescence; inhibition, % at 18.7 µM; 360,000 tested, 0.46% active; AID 651710, 2012;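 active = every replicate showing at least 50% inhibition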
Xi reactivation: activators of inactive X chromosome reactivation, primary screen, imaging, XiGFP fibroblasts, GFP high-content imaging, set 2. activation, % at 7.58 µM. XiGFP mouse fibroblasts, % GFP-positive cells imaging, 3 d; cells co-treated with 5-aza-dC sensitizer; scaled so ellipticine positive control = 100%. 360,000 tested, 0.055% active;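 active = mean normalized replicate activation at least 10% and every replicate at or above 10%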;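 also: 0% = median of on-plate neutral control wells and 100% = ellipticine 6 µM median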
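Material: SV40-immortalized XiGFP fibroblast cells, line 68-5-11 | Buffer or medium: DMEM containing 5-aza-dC | Dosing: One concentration, pinned | Times: 3 d treatment, 15 min room-temperature fixation | Controls: Ellipticine 6 µM positive control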
S100A4 MyoIIA: inhibitors of S100A4-myosin IIA peptide binding, primary screen, biochemical, fluorescence polarization, TAMRA-MyoIIA peptide; inhibition, % at 10.7 µM; Protein S100-A4 (Homo sapiens), P26447; 360,000 tested, 0.14% active;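 active = mean inhibition of at least 70% across replicates, with every replicate also reaching that level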
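Compound dosing: one dose per compound; test system: human S100A4 monomer with TAMRA-labelled myosin IIA peptide; probe or stimulus: TAMRA-labelled myosin IIA heavy-chain peptide probe, 5 nM; medium: HEPES buffer with Ca2+, pH 7.2; schedule: 5 min incubation before reading; benchmarks: neutral control DMSO, positive control TFP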
esBAF inh: Bmi1 luciferase reporter increase in mESCs, primary screen, esBAF inhibitor project, mouse ES cells, Bmi1 luciferase knock-in, single point; reporter increase, % at 12.5 µM; 350,000 tested, 2% active; 24 h; 100% = twice the neutral-well signal; in the data active = activation above about 40%;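 also: 0% = median of the plate's neutral control wells and 100% = double that signal; a rise in the Bmi1 reporter signal indicates esBAF inhibition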
ERAP1 inh: human ERAP1 aminopeptidase inhibitors, primary screen, biochemical, single point, plate reader; AID 652197, 2013; Endoplasmic reticulum aminopeptidase 1 (Homo sapiens), Q9NZ08; inhibition, % at 10.7 µM; recombinant ERAP1, Leu-AMC fluorescence, 60 min; 340,000 tested, 0.15% active;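 active = mean replicate inhibition of at least 30%, or all replicates individually reaching that 30% level; inactive = mean below 30% and not every replicate reaching it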;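 also: 0% = neutral control wells and 100% = L-leucinethiol positive control wells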
RAD54 inh: inhibitors of human RAD54 branch migration, primary screen, biochemical, fluorescence, single point; DNA repair and recombination protein RAD54-like (Homo sapiens), Q92698; RAD54 Holliday junction branch migration, FAM/BHQ fluorescence; inhibition, % at 10.4 µM; 360,000 tested, 0.14% active;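 active = mean normalized replicate activity at least 40 and at least half of replicates scoring 40 or more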;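 also: 0% = median of neutral control wells and 100% = median of positive control wells; inhibitors cause a drop in the FAM fluorescence signal; in these data hits start at about 50%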
Numbers without * were called inactive; . = no result given; & = joins results of further samples.

SMILES	E-sel inducer	ERp5 block	RAD52 anneal inh	Xi reactivation	S100A4 MyoIIA	esBAF inh	ERAP1 inh	RAD54 inh
C[C@@H]1CN([C@@H](C)CO)C(=O)c2cc(NC(=O)CCCCCC(=O)Nc3ccccc3N)ccc2O[C@H]1CN(C)C(=O)Nc1ccc(F)cc1	-16	0	2	0.1	10	.	-1	.
CC1(C(=O)NS(=O)(=O)Cc2cccc(Cl)c2)CCN1C(=O)CC1CCCC1 (centres undefined)	-0.1	-2	-12	0.1	0	-2	1	-14
Cc1cc(Cl)ccc1OC(C)C(=O)NN=C1CCCCCC1 (centres undefined)	.	5	-4	0.1	0	-8	1	0
OCCCc1nc2ccccc2[nH]1	-2.7	0	-6	0.0	-4	-11	-1	-5
CN(C)CCCN(C(=O)c1ccc(S(=O)(=O)N2CCCCCC2)cc1)c1nc2c(F)cccc2s1	.	0	18	0.2	-1	-7	-1	15
COCCOC(=O)C1=C(N)OC2=C(C(=O)CCC2)C1c1cccnc1 (centres undefined)	6.3	.	.	.	-5	1	.	-10
CCOC(=O)c1cnc2c(C)cccc2c1Nc1cccc(C(=O)O)c1	3.3	6	-15	-0.1	-3	-2	-1	-4
Cc1ccc(CN2CCSc3ccc(C(=O)NCCCN4CCOCC4)cc32)cc1	.	0	10	0.0	0	-3	-20	7
O=S(=O)(Nc1cccc(-c2nnco2)c1)c1ccc(F)cc1F	.	-5	-17	1.3	7	.	2	-3
O=C(Cc1ccccc1[N+](=O)[O-])NCC1(c2cccc3c2OCO3)OCCO1	-0.6	-2	-24	0.3	3	.	0	.
O=C(CSCC(=O)N1CCN(c2ccccc2)CC1)Nc1nc(-c2ccc(Cl)s2)cs1	-0.2	-2	-21	-0.3	9	27	-4	2
COc1ccc(-c2ccc([C@H]3[C@H]4CN(C(=O)C5CC5)CC(=O)N4[C@H]3CO)cc2)cc1	0.5	-1	-15	0.1	9	.	-1	.
NS(=O)(=O)c1ccc(N/N=C/c2ccccc2Br)cc1	.	-12	-10	0.5	-1	.	-3	.
CCc1ccc(NC(=O)COc2cccc(-n3cnnn3)c2)cc1	.	5	-16	0.3	-6	-4	0	-2
CC(=O)c1ccc(NC(=O)C(Cc2ccccc2)n2cccc2)cc1 (centres undefined)	0.0	-6	-17	0.0	-4	.	-2	12
CCC(C)[C@H](NC(=O)[C@H](Cc1ccccc1)n1c(=O)[nH]c2ccccc2c1=O)C(=O)NCC1CCC(C(=O)O)CC1 (some centres undefined)	.	-5	1	.	-1	-2	-6	-14
CS(=O)(=O)Nc1ccc2c(c1)[C@H]1C[C@H](CC(=O)NCc3ccccc3)O[C@H](CO)[C@H]1O2	-0.3	8	-20	0.1&0.4	-1	5	9	-4
COc1ccc(NC2CCCN(C(=O)c3cccc(N(C)C)c3)C2)cc1 (centres undefined)	.	8	1	0.3	-2	11	1	-8
CC(C(=O)Nc1ncc([N+](=O)[O-])s1)N1C(=O)c2ccccc2S1(=O)=O (centres undefined)	.	3	-13	0.3	1	-6	-1	-9
O=C(O)CC(NC(=O)C(F)(F)F)c1ccc2c(c1)OCO2 (centres undefined)	.	0	-4	0.0	-4	-15	3	8
CC1(C(=O)NS(=O)(=O)c2ccc(Cl)cc2)CCN1C(=O)C1(c2ccc(Cl)cc2)CCC1 (centres undefined)	0.3	-9	-21	-0.1	1	-9	5	-4
Cc1cccc(N2CCN(C(=O)c3ccnn3C)CC2)c1C	0.0	2	-11	0.1	-5	.	-5	1
CC(C)CC(=O)Nc1ccc(-c2cn3cccnc3n2)cc1	0.3	-3	-25	0.2	-2	.	-97	.
C[C@H](CO)N1C[C@H](C)[C@H](CN(C)C(=O)NC2CCCCC2)OCc2ccccc2-c2ccccc2C1=O	-0.2	6	22	1.2	1	9	2	4
C=CCn1c(C(C)n2c(-c3cnccn3)nc3ccccc32)nc2ccccc21 (centres undefined)	-0.2	6	-11	0.0	-6	.	.	.
CC(C)(C)NC(=O)CSc1nc(N)c(-c2ccccc2)c(=O)[nH]1	.	8	-13	0.0	-2	.	-1	.
COc1cccc(OCc2cc(C(=O)N(C)Cc3nc4ccccc4[nH]3)no2)c1	.	1	-12	0.2	-4	69*	0	0
O=C(c1cccnc1)N1CC(=O)N2[C@H](C1)[C@@H](c1ccc(-c3ccccc3F)cc1)[C@@H]2CO	0.1	-1	-2	0.0	10	.	1	.
CCOC(=O)Cc1csc(NC(=O)CN(C)S(=O)(=O)c2ccc3c(c2)CCC(=O)N3)n1	-0.4	1	-72	0.1	4	8	.	5
COc1ccc(C#Cc2ccc([C@H]3[C@H](CO)N4C(=O)CN(C(=O)c5ccc(F)cc5)C[C@@H]34)cc2)cc1	0.3	2	-25	0.0	.	.	.	.
COc1ccccc1CN1C(=O)c2ccncc2C1=O	.	-4	-9	.	-6	-3	-7	1
C[C@@H]1CN([C@@H](C)CO)S(=O)(=O)c2ccc(C3=CCCC3)cc2O[C@H]1CN(C)Cc1cccnc1	0.0	-2	6	0.0	-35	1	4	6
Nc1ncnc2c1CN(Cc1ccccc1)CC2	0.0	-1	-12	0.1	1	-4	1	13
COCC(=O)N(C)C[C@@H]1Oc2cc(C#C[C@H](C)O)ccc2S(=O)(=O)N([C@@H](C)CO)C[C@H]1C	0.2	1	7	-1.4	3	-15	-1	4
O=C(CSc1cccc[n+]1[O-])Nc1cccc(S(=O)(=O)NC2=NCCCCC2)c1	.	6	-7	0.3	1	.	0	.
CCCC(O)C#Cc1cnc2c(c1)C(=O)N([C@H](C)CO)C[C@H](C)[C@H](CN(C)S(=O)(=O)c1ccccc1)O2 (some centres undefined)	-0.2	-4	-4	-1.2	13	5	-3	-4
CC(=O)N1c2ccc(S(=O)(=O)N3CCCC(C(=O)Nc4ccc(C)cc4C)C3)cc2CC1C (centres undefined)	0.3	-2	-35	0.0	-2	13	.	-3
CC(C)C#Cc1ccc2c(c1)O[C@@H](CN(C)C(=O)Cc1ccccn1)[C@@H](C)CN([C@@H](C)CO)S2(=O)=O	0.1	2	-14	1.0	8	3	-4	-3
O=C(C[C@@H]1CC[C@@H]2[C@H](COC[C@@H](O)CN2Cc2ccc(Oc3ccccc3)cc2)O1)N1CCc2ccccc2C1	-0.1	.	.	0.3	.	-1	.	8
CC(C)NC(=O)N1[C@@H]2CNC[C@H]1C2c1ccc(/C=C/c2ccccc2)cc1 (some centres undefined)	0.1&0.0	6&2	34&21	0.7&0.0	-1&-21	.	2&-3	.
COCCN(C(=O)COC(=O)CCSc1ccc(F)cc1)c1c(N)n(Cc2ccccc2)c(=O)[nH]c1=O	0.1	8	-12	0.0	3	4	1	-7
Cc1ccccc1N1CCN(C2CCCN(C(=O)c3ccnn3C)C2)CC1 (centres undefined)	.	1	-43	0.1	-2	.	2	-9
O=C(/C=C/c1ccc(Cl)c([N+](=O)[O-])c1)c1ccc(O)cc1	.	-4	-2	0.1	0	-45	0	2
Cc1cc2c(NCCc3ccccc3)ncnc2s1	.	6	-9	0.0	1	-1	0	-2
O=C(O)/C=C/c1cccc(OCc2ccccc2)c1	.	-1	-12	0.0	-2	4	-2	-7
C[C@@H]1CCCCO[C@H](CN(C)Cc2ccc(C(=O)O)cc2)[C@H](C)CN([C@@H](C)CO)C(=O)c2cc(NC(=O)c3ccccc3)ccc2O1	-0.1	4	-2	0.0	3	0	-6	-6
CCCNC(=O)c1ccc(N2CCC3(CC2)CC(c2ccccc2)=NO3)c(NC(=O)c2cccc(C)c2)c1	-0.1	-3	-14	0.1	1	14	0	-11
COc1ccc(Cc2[nH]n3c(=O)c(Cl)c(C)nc3c2-c2ccccc2)cc1	.	-7	-6	0.0	-2	.	14	.
O=C(NCCc1ccccc1)c1ccc(Br)o1	.	-6	-7	0.0	4	49*	-3	1
Cc1ccc(CN2CCC2(C)C(=O)NC2CCc3ccccc32)cc1 (centres undefined)	0.0	7	-6	0.1	-1	-5	1	-14
O=C(c1cccnc1)N1CC(=O)N2[C@H](C1)[C@@H](c1ccc(/C=C/c3ccccc3)cc1)[C@@H]2CO	-0.5	-3	-2	0.0	14	.	5	.
CN(C(=O)c1cccc(NC(=O)C2CCN(C(=O)OC(C)(C)C)CC2)c1)C1CCC1	-0.1	-1	-14	0.0	-9	-4	-2	-1
COc1ccc(/C=C2\SC(=O)N(CCNC(=O)C3CC4C=CC3C4)C2=O)cc1 (centres undefined)	-1.9	-1	-15	-0.1	-1	.	2	.
O=C(CSc1nncn1-c1ccccc1)N1CCCC1	-0.1	2	-14	0.3	0	-5	3	-3
CCN1CCN(c2nc3c(C)cccn3c(=O)c2/C=C(\C#N)C(=O)NC)CC1	-0.1	1	-3	0.0	-3	-1	-3	2
C[C@@H]1CN([C@H](C)CO)C(=O)c2cccc(NC(=O)CCCCCC(=O)Nc3ccccc3N)c2O[C@H]1CN(C)Cc1ccc(Oc2ccccc2)cc1	0.6	6	14	0.5	-3	.	-1	.
O=C(Nc1ccc(C(=O)N2CCCCC2)cc1)c1ccccc1Cl	.	-2	-20	0.2	3	13	-2	-6
CCOC(=O)c1c(NC(=O)C2CC=CCC2C(=O)O)sc(C)c1CC (centres undefined)	4.9	1	-8	0.1	0	.	-28	.
C[C@@H]1CN([C@H](C)CO)C(=O)c2cccc(NC(=O)c3ccc(-c4nccs4)cc3)c2O[C@@H]1CN(C)C(=O)Nc1ccccc1	2.6	-8	-7	-1.0	3	3	1	0
COc1ccc(N=Cc2ccc(-c3ccccc3)o2)cc1	.	0	-11	-0.9	-5	.	-2	.
(next part)
SMILES	E-sel inducer	ERp5 block	RAD52 anneal inh	Xi reactivation	S100A4 MyoIIA	esBAF inh	ERAP1 inh	RAD54 inh
Nc1nc(=S)c2ncn(C3CCCC3)c2[nH]1	0.1	1	-14	0.1	-6	.	0	.
CCc1nc2c(OCc3ccc(C(=O)OC)cc3)cccn2c1N(C)C(=O)c1ccc(OC)cc1	-0.1	0	-25	0.1	0	3	0	1
CN(Cc1ccccc1)C(=O)c1nn2cccnc2c1Cl	1.6	-4	-14	0.0	3	-2	1	-16
Fc1ccc(Nc2nnc(-c3ccncc3)s2)cc1Cl	0.2	6	-10	0.0	0	67*	0	-3
CC(=O)c1cccc(NC(=O)C(C)OC(=O)Cc2c[nH]c3ccccc23)c1 (centres undefined)	4.9	9	2	0.0	-1	2	-1	8

Outcome played no part in choosing rows. About 2.5% of those tested had a hit in this group.
